Screens deposited in PubChem BioAssay by several laboratories.
CRFR2-BP ag – CRF-BP/CRF-R2 complex agonism; HEK293 CRF-R2/CRF-BP, calcium dye fluorescence (FLIPR); percent of saturating CRF peptide response; activation, % at 13.2 µM; 350,000 compounds, 0.46% hits; AID 588473;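 active means activation of at least 50%, plus an integration ratio under a set limit after plate pattern correction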;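 further: plate controls were neutral control wells without compound for no effect and CRF at EC100 for full effect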
CRFR2-BP antag – blocks CRF-induced signaling of the CRF-BP/CRF-R2 complex; HEK293 CRF-R2/CRF-BP, CRF-induced calcium fluorescence; inhibition, % at 11.8 µM; 350,000 compounds, 0.59% hits;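 active means inhibition of the ligand-induced calcium signal above about 50% at the single tested concentration, limit read from the data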
M5 ag – CHRM5 agonism in calcium assay | P08912 | CHO-K1 hM5 cells, Fluo-8 calcium fluorescence; 0% DMSO wells, 100% maximal acetylcholine response | activation, % at 3 µM | 360,000 compounds, 0.19% hits;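 active means activation above the run's mean over test compounds plus 3 SD, cut at about 23% in these data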;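 further: signal is peak over basal fluorescence ratio across the kinetic read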
Target sequence (P08912 whole entry, looked up): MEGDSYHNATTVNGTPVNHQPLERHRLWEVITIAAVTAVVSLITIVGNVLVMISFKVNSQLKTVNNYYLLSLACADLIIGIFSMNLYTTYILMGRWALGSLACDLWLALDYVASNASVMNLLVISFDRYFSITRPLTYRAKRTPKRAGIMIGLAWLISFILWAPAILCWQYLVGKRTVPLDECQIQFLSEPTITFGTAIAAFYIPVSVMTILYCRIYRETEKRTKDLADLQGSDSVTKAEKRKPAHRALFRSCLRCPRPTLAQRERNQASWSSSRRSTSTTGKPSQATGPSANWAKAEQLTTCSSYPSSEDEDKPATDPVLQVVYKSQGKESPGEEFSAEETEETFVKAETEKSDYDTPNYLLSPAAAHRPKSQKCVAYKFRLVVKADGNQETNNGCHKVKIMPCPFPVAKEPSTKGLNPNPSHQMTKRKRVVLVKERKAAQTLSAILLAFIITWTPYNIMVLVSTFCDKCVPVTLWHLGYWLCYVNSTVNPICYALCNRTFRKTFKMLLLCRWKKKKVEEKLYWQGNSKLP
CHRM1 PAM – human CHRM1 positive allosteric modulation; P11229; CHO-K1 hM1, Fluo-8 calcium fluorescence, ACh EC20; 0% = ACh EC20, 100% = maximal ACh; activation, % at 3 µM; 360,000 compounds, 0.088% hits; AID 588819; in the data active means activation above about 19%, passing the limit was not always enough
Target sequence (P11229 whole entry, looked up): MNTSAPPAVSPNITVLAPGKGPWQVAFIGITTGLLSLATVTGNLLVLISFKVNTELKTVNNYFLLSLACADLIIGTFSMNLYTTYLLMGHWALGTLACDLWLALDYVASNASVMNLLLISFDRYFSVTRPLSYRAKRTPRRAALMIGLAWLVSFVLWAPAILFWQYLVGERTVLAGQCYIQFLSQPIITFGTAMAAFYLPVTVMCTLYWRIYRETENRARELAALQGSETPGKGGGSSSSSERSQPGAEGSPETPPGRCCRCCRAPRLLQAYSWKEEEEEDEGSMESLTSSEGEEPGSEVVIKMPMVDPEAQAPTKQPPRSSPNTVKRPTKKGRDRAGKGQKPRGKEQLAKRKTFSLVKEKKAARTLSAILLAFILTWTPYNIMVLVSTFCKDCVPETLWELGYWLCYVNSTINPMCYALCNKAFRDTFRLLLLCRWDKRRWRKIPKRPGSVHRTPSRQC
M4 ag – agonists of human muscarinic M4 receptor (CHRM4); CHO-K1 hM4/Gqi5, Fluo-8 calcium fluorescence; vehicle 0%, full acetylcholine response 100%; activation, % at 3 µM; P08173; 360,000 compounds, 0.14% hits;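 active means activation above the run mean over all test wells plus 3 SD, cut at about 32% in these data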;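 further: peak over basal fluorescence ratio per well then scaled between controls; 0% = DMSO wells and 100% = acetylcholine at EC100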
M5 PAM – CHRM5 positive allosteric modulation; CHO-K1 hM5, Fluo-8 calcium, ACh EC20 PAM; 0% = ACh EC20, 100% = ACh EC100; activation, % at 3 µM; AID 624038; 360,000 compounds, 0.3% hits;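 active means activation above the run cutoff, the mean activation of all test compounds plus 3 SD, cut at about 18% in these data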
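Test system: CHO-K1 hM5 cells / Doses: single-point, 3 µM nominal / Times: Post-acetylcholine fluorescence recording 140 s / Technique: Fluo-8 calcium fluorescence / Measure: Max/basal fluorescence ratio as % of EC20–EC100 ACh window / Benchmarks: low control EC20 acetylcholine (0%), high control EC100 acetylcholine (100%) / Replicates: one well per compound, no replicates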
CHRM4 antagonist – CHRM4 antagonism in calcium assay. P08173. CHO-hM4 cells, ACh EC80, Fluo-8 calcium fluorescence. inhibition, % at 3 µM. 360,000 compounds, 0.73% hits. AID 624125;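 active means inhibition above its plate's cutoff, the mean inhibition of sample wells plus 3 SD, cut at about 27% in these data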;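 further: 0% = acetylcholine EC80 with DMSO and 100% = DMSO without agonist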
M5 antag – blocks acetylcholine activation of human M5 receptor; AID 624040; CHO-hM5 cells, Fluo-8 calcium fluorescence, ACh EC80; inhibition, % at 3 µM; 360,000 compounds, 0.59% hits;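 active means inhibition above a per-plate cutoff, the mean of that plate's test compounds plus 3 SD, cut at about 27% in these data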;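 further: 0% = acetylcholine EC80 with DMSO and 100% = DMSO without agonist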
CHRM4 PAM – positive allosteric modulators of human muscarinic M4 receptor; P08173; CHO-K1 hM4/Gqi5, Fluo-8 calcium fluorescence, ACh EC20; 0% = ACh EC20, 100% = maximal ACh; activation, % at 3 µM; 360,000 compounds, 0.4% hits; AID 624126;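 active means activation above its plate's cutoff, the mean activation of sample wells plus 3 SD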; further: some results filed as inactive read as strong as hits
An asterisk follows results filed as active.

SMILES	CRFR2-BP ag	CRFR2-BP antag	M5 ag	CHRM1 PAM	M4 ag	M5 PAM	CHRM4 antagonist	M5 antag	CHRM4 PAM
COc1ccc(NC(=O)/C=C/c2ccc(OC(F)F)cc2)cn1	-1.4	8	3	2	19	6	-20	-6	5
CCCOP(=O)(OCCC)c1c([N+](=O)[O-])cc(C(F)(F)F)cc1[N+](=O)[O-]	2.7	2	-3	11	2	-1	10	10	12
O=C(NCC(=O)N(Cc1ccco1)C(C(=O)NC1CCCCC1)c1cccnc1)c1cccs1 (configuration not stated)	7.3	-23	0	0	2	4	-12	-9	4
COC(C/C=C\[C@H](O)COCc1ccccc1)OC	-1.3	8	1	5	1	-9	8	10	4
COc1cc(OC)cc(C(=O)Nc2ccc(S(=O)(=O)Nc3ccccn3)cc2)c1	0.5	6	-4	8	-1	0	-3	7	2
CN1C(=O)c2cccc3c(S(=O)(=O)Nc4ccc(O)c(C(=O)O)c4)ccc1c23	-0.1	6	1	9	2	7	1	-16	1
CC(C)c1ccc(/C=N/NC(=O)c2cccc(S(=O)(=O)N3CCOCC3)c2)cc1	-0.7	-22	-2	7	3	1	-4	-8	1
Cc1cc(NC(=O)CCCS(=O)(=O)c2nc(-c3cccs3)cc(C(F)(F)F)n2)no1	0.0	9	0	6	2	16	12	-5	-5
Fc1ccc(/C=N/NC(=S)Nc2ccc(Cl)cc2)cc1F	-0.3	-23	-5	1	-2	-6	-5	0	8
O=c1c(-c2c(O)cc(O)c3c2O[C@H](c2ccc(O)cc2)CC3)c(-c2ccc(O)cc2)oc2cc(O)cc(O)c12	-0.3	1	4	-14	24	-28	15	20	-11
Cc1ccc(C(=O)O/N=C(\N)Cc2cccc3ccccc23)cc1	2.6	0	-1	8	2	5	-1	2	4
COC(=O)[C@]1(C)N[C@H](c2ccc(-c3cccc(Cl)c3)c(OC)c2)[C@@H]2C(=O)N(C)C(=O)[C@@H]21	-0.3	-1	3	-6	8	-5	3	3	-3
CCOc1ccccc1CN1CCN(Cc2ccc3cccc(OC)c3n2)CC1CCO (configuration not stated)	-1.7	12	-1	4	3	-4	-1	-6	-1
CC1=C(C)CC2C(C1)C(=O)c1ccc(Br)cc1S2(=O)=O (configuration not stated)	-0.6	-12	-2	6	1	-1	-10	10	16
Cc1ccc(-c2ccc(/C=N/NC(=O)CN3CCOCC3)o2)cc1[N+](=O)[O-]	0.8	9	1	7	3	-1	1	6	0

One compound at a time, as listed above. Screens in order: CRFR2-BP ag	CRFR2-BP antag	M5 ag	CHRM1 PAM	M4 ag	M5 PAM	CHRM4 antagonist	M5 antag	CHRM4 PAM
Shown for Fc1ccc(/C=N/NC(=S)Nc2ccc(Cl)cc2)cc1F → -0.3	-23	-5	1	-2	-6	-5	0	8
Shown for Cc1ccc(C(=O)O/N=C(\N)Cc2cccc3ccccc23)cc1 → 2.6	0	-1	8	2	5	-1	2	4
Shown for CN1C(=O)c2cccc3c(S(=O)(=O)Nc4ccc(O)c(C(=O)O)c4)ccc1c23 → -0.1	6	1	9	2	7	1	-16	1
Shown for COc1ccc(NC(=O)/C=C/c2ccc(OC(F)F)cc2)cn1 → -1.4	8	3	2	19	6	-20	-6	5
Shown for CC1=C(C)CC2C(C1)C(=O)c1ccc(Br)cc1S2(=O)=O (configuration not stated) → -0.6	-12	-2	6	1	-1	-10	10	16

Next structures:
SMILES	CRFR2-BP ag	CRFR2-BP antag	M5 ag	CHRM1 PAM	M4 ag	M5 PAM	CHRM4 antagonist	M5 antag	CHRM4 PAM
CCn1c(C)cc(/C=C2/SC(=O)N(CC(=O)N3CCCC3)C2=O)c1C	-0.8	-3	-2	10	1	3	3	-6	-1
COc1cccc(C(=O)NCc2cccnc2)c1	0.2	9	0	5	1	0	4	4	13
CCCCCc1c(C)c(C#N)c2nc3ccccc3n2c1-n1ccnc1C	-1.1	-13	-1	5	1	-1	-10	-1	7
CC1CN(S(=O)(=O)c2cccc(C(=O)NCC3COc4ccccc4O3)c2)CC(C)O1 (configuration not stated)	0.1	1	2	-3	5	-16	-12	18	-2
CCOC(=O)Cc1c(C)nc(-c2ccccc2)[nH]c1=O	1.8	-4	-3	4	1	14	-16	-14	-1
NNC(=O)CCc1c[nH]c2ccccc12	-1.3	-14	-4	3	1	-2	-2	4	-3
O=C(NNc1cccc(Cl)n1)C1CC1	-2.5	10	2	14	1	11	-3	2	5
CCOC(=O)CSc1nc(C(C)(C)C)nc2ccccc12	0.3	-11	-2	-3	-1	-2	-1	-1	-6
CCc1c(C)sc(NC(=O)/C=C/C(=O)O)c1C(N)=O	1.6	17	-2	8	0	4	5	4	-3
O=C(COC(=O)c1ccc(Br)cc1)Nc1cccnc1Cl	0.3	-11	1	-3	1	1	3	3	2
COC(=O)c1ccc(C(=O)OC)c(NC(=O)COC(=O)CC2CC3CCC2C3)c1 (configuration not stated)	3.4	-18	-3	-12	0	3	0	-4	-4
COc1ccc(NC(=O)Nc2c(C)noc2-c2ccccc2)cc1	0.0	7	-5	7	2	2	-15	-4	1
O=C(C[n+]1cccc2ccccc21)c1ccc([N+](=O)[O-])cc1	0.6	13	-6	-26	1	-9	-11	-4	1
S=C(Nc1cccnc1)N1CCCCC1	-1.1	-22	1	-1	10	1	0	14	2
O=C(c1ccccc1O)N1CCOCC1	2.6	-4	1	10	0	6	-4	-6	11
Cc1cc(N2CCN(c3ccc(F)cc3)CC2)n2ncnc2n1	0.9	5	0	5	2	1	-11	7	-2
Cc1cccc(N/C=C(\[N+](=O)[O-])S(=O)(=O)c2ccccc2)c1C	4.2	-1	3	8	3	1	-4	-17	-3
NC(=O)c1ccccc1NC(=S)NC(=O)c1ccc(Br)o1	-2.5	9	-2	2	1	1	8	-8	6
CCCN(CCC)CCCNC(=O)c1ccc(CS(=O)(=O)c2c(Cl)cccc2Cl)o1	-1.0	8	-9	-1	0	11	5	-1	-3
COC(=O)C1(Cc2ccc3c(c2)CCC3)Cc2ccc3c(c2C1=O)CCC3 (configuration not stated)	6.7	7	-1	2	0	-12	-11	7	1
CCOc1ccc(CCNC(=O)C(CCC(N)=O)NC(=O)OCc2ccccc2)cc1OCC (configuration not stated)	-1.3	4	-5	5	1	-3	-9	19	4
CN1CCN(CCCNC(=O)c2ccc3c(c2)N(Cc2ccccc2)CCS3)CC1	-1.4	-9	-3	3	1	-6	-4	3	-2
CCOc1cc(C2NC(=O)CCC2[N+](=O)[O-])cc(Br)c1OCC (configuration not stated)	-2.3	-4	-5	11	2	-2	-8	7	9
NC1=NC(=O)/C(=C/c2cn(Cc3ccccc3)c3ccccc23)S1	-1.1	-28	-2	4	0	-2	-1	3	11
N#Cc1c(NC(=O)c2ccccc2)sc2c1CCC2	2.4	-25	-1	1	3	-10	2	13	13
COC(=O)c1ccccc1N=Nc1c(N)n[nH]c1N	0.2	12	3	7	1	5	8	6	-10
CC(C)Oc1ccc(C(CCN)C2CCCCC2)cc1 (configuration not stated)	3.0	-21	10	9	19	-2	4	3	-4
Cc1c(C#N)c2ccccc2n1CC(=O)NCC1CCCO1 (configuration not stated)	2.0	-1	1	4	4	-3	-2	-3	0
Cc1ccc(C)c(CSc2ccc3nnc(-c4ccccn4)n3n2)c1	-1.1	-16	8	-4	7	-8	11	9	-12
CC1=NN(C(=O)c2csc(C(C)C)c2)C(O)(C(F)(F)F)C1 (configuration not stated)	-4.4	11	-3	1	0	-2	-4	0	0
COc1cccc(C(=O)n2cnnc2N)c1OC	0.3	7	1	2	0	-1	1	1	1
Cc1cccc(S(=O)(=O)Nc2ccc(-c3ccc4nncn4n3)cc2)c1	-0.8	-2	3	-1	1	5	-6	9	3
O=C(CN1C(=O)NC2(CCCC2)C1=O)Nc1cc(S(=O)(=O)N2CCOCC2)ccc1OCC(F)(F)F	0.1	-1	-3	12	0	-5	2	6	2
COc1cc(OC)cc(C(=O)n2cnnc2N)c1	-1.6	9	1	12	1	-6	-4	3	8
CC1CN(C(=O)COC(=O)/C=C/c2cccc([N+](=O)[O-])c2)CC(C)O1 (configuration not stated)	2.3	4	2	3	1	8	4	-5	11
O=C(NCc1ccco1)c1ccccc1-c1ccccc1	0.9	1	-4	5	-1	9	-2	-9	3
O=C(NCCCCNC(=O)c1ccccn1)c1ccccn1	0.6	-12	0	1	1	0	6	7	-6
COCCn1c(=O)c2ccccc2c2ccccc2c1=O	0.1	-5	0	5	0	-4	-2	2	1
CC(C)CCOc1ccc(C(=O)N2CCCC2C(=O)O)cc1 (configuration not stated)	0.4	11	-4	13	2	-2	-8	-10	15
NC(=S)Nc1cc2ccccc2c2ccccc12	-2.4	7	-1	8	1	7	12	8	-1
O=C(c1ccco1)N(Cc1ccc([N+](=O)[O-])cc1)c1ccc(Br)cc1	-1.9	34	-5	-6	-1	-9	-14	1	0
CCCc1cc(CNC(=O)C2CCC(=O)N(CCc3cccc(F)c3)C2)on1 (configuration not stated)	-1.1	4	-1	4	1	4	-5	1	0
O=C1CC(c2ccccc2)CC(O)=C1C=NC1CCCCC1 (configuration not stated)	3.1	-49	-5	-1	2	3	-10	1	-1
Cc1cc(OCC(=O)Nc2ccc(CN3CCOCC3)cc2)c2c(C)cc(=O)oc2c1	-1.3	6	-2	-5	5	-5	-1	6	-1
Cc1cc2cc(CNC(=O)CC(C)C)ccc2n1C	2.8	15	0	2	0	4	3	-8	-3
O=C(c1cc(-c2ccccc2Cl)on1)N1CCCC1	0.9	3	-2	4	0	-3	-12	-4	2
CN(C)CCCN(C(=O)c1ccc(S(=O)(=O)N2CCCCCC2)cc1)c1nc2c(F)cccc2s1	3.7	-18	-8	8	5	-13	-12	5	-1
COC(CNC(=O)c1ccc2c(c1)ncn2-c1ccc(F)cc1F)OC	-0.4	18	-3	4	1	-6	2	16	1
Cc1ccc(CCCNC(=O)C2CCC(=O)N(Cc3cccc(F)c3)C2)cc1 (configuration not stated)	-1.2	1	-3	6	3	1	-8	8	-5
COc1ccc(C(=O)CSc2nnnn2C)c(OC)c1	0.9	5	0	-4	0	-3	19	9	-5
C[C@H](NC(=O)C1CC(=O)N(c2ccc3c(c2)OCCO3)C1)C(=O)NCc1ccco1 (some centres not stated)	-1.8	-9	-2	3	0	4	-1	-2	5
C=CCn1c(SCC(=O)NCc2ccco2)nc2sc3c(c2c1=O)CCCC3	0.7	17	-1	-6	0	1	-1	-9	2
Cn1c(SCC(=O)NCC2CCCO2)ncc(C(=O)Nc2ccc(Cl)cc2)c1=O (configuration not stated)	0.2	-7	1	5	3	-1	-11	11	2
O=C(COC(=O)/C=C/c1ccc(Br)o1)Nc1cccc(S(=O)(=O)N2CCOCC2)c1	-3.4	-6	3	0	10	-9	-9	15	0
Cc1cc(C)nc(Nc2n[nH]c(-c3ccc(N)cc3)n2)n1	-0.7	12	2	13	0	-3	5	4	10
Cc1c(N=O)c(-c2ccccc2)n(O)[n+]1[O-]	23	18	0	7	0	2	-5	17	4
O=C(Nc1cccnc1Cl)c1cc(-c2ccc(O)cc2)on1	0.6	17	0	20	5	-5	6	16	12
COC(=O)c1ccc(-c2ccco2)n1Cc1cccc(C)c1	1.2	-21	-12	6	-2	-7	-2	-2	-4
NC(=O)CC(NC(=O)c1ccccc1)c1ccc(NC2CCC2)c([N+](=O)[O-])c1 (configuration not stated)	-2.1	4	2	2	-1	3	7	9	-5
CCn1c(=O)n(CCOC)c(=O)c2c3c(sc21)CCCC3	-1.6	13	-7	-11	0	1	18	2	17
